HT1080 IDH1KD tx – qHTS for induction of synthetic lethality in tumor cells producing 2HG: qHTS for the HT-1080-IDH1KD cell line; HT-1080 IDH1 knockdown viability, ATP luminescence, 48 h; Potency, µM (top dose mostly 46.1 µM), for inactives: top-dose activity, negative = toxicity, actives largely listed as cytotoxic; actives 2% (n = 360,000);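 further: potency means the concentration at half of the fitted maximal effect; 0% = DMSO wells and -100% = cell-free medium wells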
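Using the IDH1-knockdown HT-1080 line run in the same batch and compound series as the NT line, viability after 48 h at 37 °C was determined by CellTiter-Glo luminescence and expressed as % activity.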
HT1080NT lethal – qHTS for induction of synthetic lethality in tumor cells producing 2HG: qHTS for the HT-1080-NT fibrosarcoma cell line; HT-1080-NT fibrosarcoma viability, CellTiter-Glo ATP luminescence, 48 h; Potency, µM (series often up to 46.1 µM), inactives show top-dose activity, negative = less viability, actives largely listed as cytotoxic; actives 1.6% (n = 360,000); AID 686970, 2013;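 further: NT is the 2HG producing partner of a matched IDH1 knockdown line; potency means the concentration at half of the fitted maximal effect; 0% = DMSO-treated cells and -100% = media-only wells without cells; nearly all actives have a fitted effect of over 55% in size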
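Compounds were tested in concentration-response format on HT-1080-NT cells for 48 hours at 37 degrees C. Cell viability came from CellTiter-Glo luminescence; curves were classified by r2, response magnitude and activity.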
SW480 rereplic – A quantitative high throughput screen for small molecules that induce DNA re-replication in SW480 colon adenocarcinoma cells; actives 1.8% (n = 340,000); Potency, µM (series often up to 46.1 µM), for inactives: at the highest dose re-replication activation, actives largely listed as activators; SW480 DNA re-replication, Hoechst DNA content imaging, 48 h; further: potency means the concentration at half of the fitted maximal effect; % of control where 0% means no effect; nearly all actives have a fitted effect of over 55% in size
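Per well, 250 cells were exposed to pinned compound for 48 hr. Nuclear DNA was visualised with Hoechst (40 min, 37 C) and total object intensity recorded by fluorescence scanning.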
ATXN2 expr inh – Primary qHTS for Inhibitors of ATXN expression | HEK-293 ATXN2-luciferase reporter, luminescence, 24 h | Potency, µM (doses to about 57 µM), for inactives: top-dose activity change, negative = inhibition, most hits filed as inhibitors | actives 0.72% (n = 360,000) | AID 1745845, 2022; further: potency means the concentration at half of the fitted maximal effect; on the % scale 0 is the no-effect control and ±100 the full control effect; nearly all actives have a fitted effect of over 55% in size
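ATXN2-luciferase reporter cells (luciferase flanked by upstream and downstream ATXN2 gene portions) were treated 24 h at 37 °C with compounds at up to 57 uM. SteadyGlo luminescence gave expression; GF-AFC fluorescence gave viability.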
ATXN viability – Viability Counterscreen for Primary qHTS for Inhibitors of ATXN expression | S2 cells (HEK-293 line with an ATXN2-luciferase reporter) viability, CellTiter-Fluor protease fluorescence, 24 h | Potency, µM (highest dose often 56.7 µM), hits mostly cytotoxic | actives 0.49% (n = 400,000) | AID 651635, 2014; further: potency means the concentration at half of the fitted maximal effect; nearly all actives have a fitted effect of over 40% in size
IL-1B inflam inh – qHTS for Inhibitors of Inflammasome Signaling: IL-1-beta AlphaLISA Primary Screen; AID 743279, 2014; activity change, % at 57.5 µM; actives 4.7% (n = 360,000); THP-1 LPS/ATP IL-1B secretion, AlphaLISA, 16 h; stronger effect = lower value; in the data active means activity change below about -50%; inconclusive means mostly about -30% to -49%; further: on the % scale 0 is the no-effect control and ±100 the full control effect
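Secreted IL-1B measured by AlphaLISA bead assay after 16 h compound exposure of THP-1 cells; compounds (final up to 57.5 uM) added 1 h before LPS (250 ng/mL) and ATP (1.25 mM) stimulation; lower signal means less secretion.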
KB-3-1 cytotox – qHTS assay for MDR1-selective chemotherapeutics: Primary screen using the parental adenocarcinoma cell KB-3-1; Potency, µM (top dose mostly 46.1 µM), for inactives: at the top dose activity change, negative = cytotoxic, most hits filed as cytotoxic; AID 1347075, 2019; KB-3-1 viability, CellTiter-Glo ATP luminescence, 72 h; actives 1.4% (n = 400,000); further: potency means the concentration at half of the fitted maximal effect; on the % scale 0 is the no-effect control and ±100 the full control effect; nearly all actives have a fitted effect of over 60% in size
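Cytotoxicity in the drug-sensitive parental line KB-3-1 was scored as loss of CellTiter-Glo luminescence following 72 h incubation with compound. Values come from curve fitting of normalized concentration-response data.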
KB-V1 MDR tox – qHTS assay for MDR1-selective chemotherapeutics: Primary screen using the drug-selected MDR subline cells KB-V1; KB-V1 MDR cells viability, CellTiter-Glo, 72 h; actives 3.4% (n = 400,000); AID 1347076, 2019; Potency, µM (highest dose often 46.1 µM), without a hit: at the top dose activity change, negative = cytotoxicity, hits mostly cytotoxic; further: potency means the concentration at half of the fitted maximal effect; on the % scale 0 is the no-effect control and ±100 the full control effect; nearly all actives have a fitted effect of over 60% in size
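Compound-treated KB-V1 multidrug-resistant cells, 72 h, 37 degrees C; viability by CellTiter-Glo. Fitted qHTS curves give the values.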
MCF10A rereplic – A quantitative high throughput screen for small molecules that induce DNA re-replication in MCF 10a normal breast cells | AID 624296, 2012 | Potency, µM (highest dose often 46.1 µM), without a hit: at the highest dose activity, positive = re-replication, most hits filed as activators | actives 2.9% (n = 350,000) | MCF 10A DNA re-replication, Hoechst nuclear intensity, 48 h; further: potency means the concentration at half of the fitted maximal effect; % of control where 0% means no effect; nearly all actives have a fitted effect of over 50% in size
* hit, by the source's call; i = inactive; ? = inconclusive; nt = no result given; [ ] = dose if it differs, or a comment. Unless noted, the call rests on the fitted dose curve; in most records, active means well fitted curve in the direction sought with a large enough effect; inconclusive means small, poorly fitted or top-dose-only effect, or another doubt; inactive means no such curve, though single readings can be large; an effect the other way counts as inactive or inconclusive.

SMILES	HT1080 IDH1KD tx	HT1080NT lethal	SW480 rereplic	ATXN2 expr inh	ATXN viability	IL-1B inflam inh	KB-3-1 cytotox	KB-V1 MDR tox	MCF10A rereplic
CCC1CCCCN1C(=O)COC(=O)c1cc(Br)ccc1Cl (stereo not drawn)	0%	19%	-5%	1%	i	-7	-6%	16%	1%
CCCC12CN3CC(C)(CN(C1)C3c1ccccc1Cl)C2=O (stereo not drawn)	nt	nt	nt	-5%	i	nt	21%	?	nt
COC(=O)CNC(=O)CSc1nc2c(sc(=S)n2-c2ccccc2)c(=O)[nH]1	14%	5%	?	5%	i	43	2%	29%	-14%
O=S(=O)(Nc1cc(F)ccc1F)c1cccc2nsnc12	5%	-1%	5%	2%	i	0	11%	4%	10%
Cc1cccc(NC(=O)CNC(=O)CSc2ncccn2)c1C	4%	2%	-8%	-1%	i	-11	16%	-7%	2%
CCOc1cc(S(=O)(=O)NC2CCCCCC2)ccc1F	-22%	-15%	-2%	-3%	i	37	-9%	-12%	7%
Cc1cc(Br)ccc1NC(=O)CCNS(=O)(=O)c1cccc2nonc12	nt	nt	nt	-12%	i	nt	5%	-15%	nt
O=C1c2ccccc2N2C(=O)c3ccccc3[C@H]2N1c1ccccc1	-12%	-19%	-1%	-23%	i	-14	-1%	-13%	?
Cc1ccc(OCC(=O)N/N=C/c2cc([N+](=O)[O-])ccc2N2CCCCC2)cc1	-16%	-11%	-3%	-2%	i	6	-1%	10%	13%
CC(C)(C)c1nnc(NC(=O)c2ccc(Cl)nc2)s1	-1%	3%	-1%	nt	i	-9	-6%	-17%	-3%
COc1ccc(NS(=O)(=O)c2cccc(C(=O)NCC(c3ccc(F)cc3)N3CCOCC3)c2)cc1 (stereo not drawn)	-13%	-19%	-15%	-10%	i	-13	-16%	-5%	10%
CC1CCC(NC(=O)CCNS(=O)(=O)c2ccc3c(c2)CCC(=O)N3)CC1 (stereo not drawn)	-3%	0%	23%	-9%	i	-10	-1%	-6%	-6%
O=C(Nc1ccccc1)c1ncoc1-c1ccc(Cl)cc1	4%	-17%	-8%	nt	nt	1	-1%	3%	9%
Cc1ccc2ccc3cc(C(=O)N4CCN(c5ccccc5F)CC4)nc3c2[nH]1	nt	nt	nt	15%	i	nt	-3%	-27%	nt
CC1=NOC(=O)/C1=C\c1ccc(-c2cc(Cl)ccc2Cl)o1	-23%	-21%	?	-4%	i	-55*	-21%	0%	?

An excerpt from above with just ATXN2 expr inh and HT1080 IDH1KD tx:
canonical_smiles,ATXN2 expr inh,HT1080 IDH1KD tx
Cc1ccc(OCC(=O)N/N=C/c2cc([N+](=O)[O-])ccc2N2CCCCC2)cc1,-2%,-16%
CC(C)(C)c1nnc(NC(=O)c2ccc(Cl)nc2)s1,nt,-1%
COc1ccc(NS(=O)(=O)c2cccc(C(=O)NCC(c3ccc(F)cc3)N3CCOCC3)c2)cc1 (stereo not drawn),-10%,-13%
CC1CCC(NC(=O)CCNS(=O)(=O)c2ccc3c(c2)CCC(=O)N3)CC1 (stereo not drawn),-9%,-3%
O=C(Nc1ccccc1)c1ncoc1-c1ccc(Cl)cc1,nt,4%

New compounds follow:
SMILES	HT1080 IDH1KD tx	HT1080NT lethal	SW480 rereplic	ATXN2 expr inh	ATXN viability	IL-1B inflam inh	KB-3-1 cytotox	KB-V1 MDR tox	MCF10A rereplic
O=C(Cn1ncc2c1-c1ccccc1OC2)N1CCc2ccccc21	-4%	-3%	-12%	?	i	-8	8%	0%	7%
O=C(NCc1ccc(F)cc1F)Nc1cnccc1C(F)(F)F	-5%	3%	4%	nt	?	0	5%	37%	-3%
C#CCOCCOCCOCCNc1nc(N2CCN(C(=O)CCCCCCCCCCNC(=O)[C@@H](CCSC)n3cc(CCO)nn3)CC2)nc(N2CCN(C(=O)CCCCCCCCCCNC(=O)[C@H]([C@@H](C)CC)n3cc(CCCCN=C(N)N)nn3)CC2)n1	?	?	-7%	?	16µM*	-104*	16µM*	?	-10%
COc1cccc(OCC(=O)N2CCCc3ccccc32)c1	15%	20%	-3%	22%	i	-3	0%	?	13%
CCOc1ccc(CNS(=O)(=O)c2ccc3c(c2)CCCN3C(C)=O)cc1	nt	nt	nt	5%	i	nt	-3%	-20%	nt
Cc1ccc(S(=O)(=O)Nc2cc(C(=O)NCCN3CCCC3)ccc2N2CCCCC2)cc1	?	?	0%	-21%	i	-19	?	?	14%
COc1ccccc1/C=C/c1nc(C#N)c(N2CCN(c3ccccc3)CC2)o1	nt	nt	nt	5%	i	nt	5%	0%	nt
COc1ccc(/C=C/CN2CCC(n3nccc3NC(=O)C3CC3)CC2)cc1	5%	0%	-3%	3%	i	-6	-4%	-11%	3%
CC1=C(C(=O)N(C)C)CC(CC(=O)NCc2cccs2)C(=O)N1Cc1ccccc1 (stereo not drawn)	-5%	-6%	nt	1%	i	0	-17%	2%	nt
O=C(Cn1nc(Cc2ccncc2)c2ccccc2c1=O)N1CCc2ccccc2C1	3%	-5%	39%	-14%	i	0	-13%	11%	-5%
O=C(NCc1ccccc1)N1CCNCC1	13%	2%	-3%	-7%	i	3	21%	-4%	?
COc1ccc(NC(=O)CSc2nc(NS(=O)(=O)c3ccccc3)cc(=O)[nH]2)cc1	-5%	0%	-2%	6%	i	8	-5%	-3%	11%
CCN1CCN(c2ccc(S(=O)(=O)N3CCCCC3)cc2NC(=O)COc2cc(C)ccc2Cl)CC1	-10%	-4%	?	?	?	-65*	-1%	-8%	?
O=C(COc1coc(CN2CCc3ccccc3C2)cc1=O)Nc1cccc(Cl)c1	-20%	-26%	-64%[inhibitor]	-4%	i	4	-1%	-1%	?
Cc1ccc(SCC(=O)NCc2cccnc2)cc1	-2%	-5%	0%	-4%	i	5	-3%	-1%	11%
CCC1=NN2C(=N)/C(=C\c3cccn3-c3ccc(C)c(C)c3)C(=O)N=C2S1	-24%	-20%	-2%	1%	i	49	0%	-9%	?
Cc1cc(-c2n[nH]c(=S)n2/N=C/c2ccccc2[N+](=O)[O-])n[nH]1	28%	8%	1%	0%	i	4	7%	-2%	9%
O=c1ccc(C(F)(F)F)cn1Cc1cc(=O)n2ccsc2n1	?	0%	-4%	-17%	i	2	-5%	-5%	3%
O=C(CCc1ccc(S(=O)(=O)N2CCOCC2)cc1)OCc1nc2ccccc2s1	-11%	-2%	-3%	50%[activator]	i	10	-1%	4%	14%
CCCCNC(=O)c1nc(C2CCN(S(=O)(=O)c3ccc(C(F)(F)F)cc3)CC2)oc1-c1ccccc1	-11%	-23%	nt	nt	nt	11	?	?	nt
COC(=O)c1ccc(/C=N/Nc2nc(-c3ccc(C)cc3)cs2)cc1	10%	22%	2%	-6%	i	23	12%	-22%	?
COc1ccc(OCC(=O)N2CCN(S(=O)(=O)c3ccc4c(c3)OCCO4)CC2)cc1	-7%	-8%	nt	nt	i	?	1%	-14%	nt
CCOc1ccc(N2C(=O)C3C(C2=O)C3(c2ccccc2)c2ccccc2)cc1 (stereo not drawn)	-6%	-1%	6%	-31%	?	-22	-14%	-26%	24%
Fc1ccccc1/C=C1\CCCC2=C1NC(=S)NC2c1ccccc1F (stereo not drawn)	?	-19%	0%	-22%	i	-5	-21%	?	?
COc1ccc(S(=O)(=O)NCCSCc2cccc(C)c2)cc1Br	-16%	-9%	-17%[9.22 µM]	-11%	i	?	-1%	0%	17%
O=C(c1cnn2c(C(F)F)cc(C3CC3)nc12)N1CCc2ccccc2C1	-1%	-3%	13%	-1%	i	-14	0%	-10%	?
Cc1[nH]c2ccccc2c1CC#N	22%	-5%	-4%	4%	i	18	15%	0%	0%
S=C(Nc1ccccc1)Nc1cccc(Cl)c1Cl	2%	20%	-10%	-21%	i	1	-9%	-18%	-2%
CN1CCN(c2ccc(Cl)cc2NC(=O)C2COc3ccccc3O2)CC1 (stereo not drawn)	?	15µM*	?	-8%	i	-4	?	-7%	18%
Cc1nnc(SCC(=O)NCc2ccc3c(c2)OCO3)s1	4%	0%	-3%	-1%	i	-6	-20%	-1%	-7%
O=C(CN1CCN(c2ccc(Cl)cc2)CC1)c1ccc2c(c1)OCO2	-5%	-3%	6%	0%	i	13	-8%	-13%	18%
CCC(C)(C)n1nnnc1C(c1ccncc1)N1CCC(C)CC1 (stereo not drawn)	1%	3%	-3%	-7%	i	-2	-10%	0%	-3%
COC(=O)COc1cccc(NC(=O)c2ccccc2)c1	1%	-3%	-2%	-7%	i	-8	3%	0%	4%
NC(=NCc1ccccc1)NN=Cc1ccnc2ccccc12	?	?	nt	-32%	?	-110*	0%	?	nt

Reformatted with values under each structure: part of the list above
Order of values – HT1080 IDH1KD tx	HT1080NT lethal	SW480 rereplic	ATXN2 expr inh	ATXN viability	IL-1B inflam inh	KB-3-1 cytotox	KB-V1 MDR tox	MCF10A rereplic
> O=C(CN1CCN(c2ccc(Cl)cc2)CC1)c1ccc2c(c1)OCO2
 : -5%	-3%	6%	0%	i	13	-8%	-13%	18%
> CCC(C)(C)n1nnnc1C(c1ccncc1)N1CCC(C)CC1 (stereo not drawn)
 : 1%	3%	-3%	-7%	i	-2	-10%	0%	-3%
> COC(=O)COc1cccc(NC(=O)c2ccccc2)c1
 : 1%	-3%	-2%	-7%	i	-8	3%	0%	4%
> NC(=NCc1ccccc1)NN=Cc1ccnc2ccccc12
 : ?	?	nt	-32%	?	-110*	0%	?	nt
